Source: PubChem BioAssay
TcdB inh = blocks C. difficile toxin B glycohydrolase activity; actives 0.24% (n = 350,000); inhibition, % at 9.99 µM; P18177; TcdB glycohydrolase enzymatic assay, plate reader; in the data active = inhibition above about 10%
Target sequence (P18177 whole entry, looked up): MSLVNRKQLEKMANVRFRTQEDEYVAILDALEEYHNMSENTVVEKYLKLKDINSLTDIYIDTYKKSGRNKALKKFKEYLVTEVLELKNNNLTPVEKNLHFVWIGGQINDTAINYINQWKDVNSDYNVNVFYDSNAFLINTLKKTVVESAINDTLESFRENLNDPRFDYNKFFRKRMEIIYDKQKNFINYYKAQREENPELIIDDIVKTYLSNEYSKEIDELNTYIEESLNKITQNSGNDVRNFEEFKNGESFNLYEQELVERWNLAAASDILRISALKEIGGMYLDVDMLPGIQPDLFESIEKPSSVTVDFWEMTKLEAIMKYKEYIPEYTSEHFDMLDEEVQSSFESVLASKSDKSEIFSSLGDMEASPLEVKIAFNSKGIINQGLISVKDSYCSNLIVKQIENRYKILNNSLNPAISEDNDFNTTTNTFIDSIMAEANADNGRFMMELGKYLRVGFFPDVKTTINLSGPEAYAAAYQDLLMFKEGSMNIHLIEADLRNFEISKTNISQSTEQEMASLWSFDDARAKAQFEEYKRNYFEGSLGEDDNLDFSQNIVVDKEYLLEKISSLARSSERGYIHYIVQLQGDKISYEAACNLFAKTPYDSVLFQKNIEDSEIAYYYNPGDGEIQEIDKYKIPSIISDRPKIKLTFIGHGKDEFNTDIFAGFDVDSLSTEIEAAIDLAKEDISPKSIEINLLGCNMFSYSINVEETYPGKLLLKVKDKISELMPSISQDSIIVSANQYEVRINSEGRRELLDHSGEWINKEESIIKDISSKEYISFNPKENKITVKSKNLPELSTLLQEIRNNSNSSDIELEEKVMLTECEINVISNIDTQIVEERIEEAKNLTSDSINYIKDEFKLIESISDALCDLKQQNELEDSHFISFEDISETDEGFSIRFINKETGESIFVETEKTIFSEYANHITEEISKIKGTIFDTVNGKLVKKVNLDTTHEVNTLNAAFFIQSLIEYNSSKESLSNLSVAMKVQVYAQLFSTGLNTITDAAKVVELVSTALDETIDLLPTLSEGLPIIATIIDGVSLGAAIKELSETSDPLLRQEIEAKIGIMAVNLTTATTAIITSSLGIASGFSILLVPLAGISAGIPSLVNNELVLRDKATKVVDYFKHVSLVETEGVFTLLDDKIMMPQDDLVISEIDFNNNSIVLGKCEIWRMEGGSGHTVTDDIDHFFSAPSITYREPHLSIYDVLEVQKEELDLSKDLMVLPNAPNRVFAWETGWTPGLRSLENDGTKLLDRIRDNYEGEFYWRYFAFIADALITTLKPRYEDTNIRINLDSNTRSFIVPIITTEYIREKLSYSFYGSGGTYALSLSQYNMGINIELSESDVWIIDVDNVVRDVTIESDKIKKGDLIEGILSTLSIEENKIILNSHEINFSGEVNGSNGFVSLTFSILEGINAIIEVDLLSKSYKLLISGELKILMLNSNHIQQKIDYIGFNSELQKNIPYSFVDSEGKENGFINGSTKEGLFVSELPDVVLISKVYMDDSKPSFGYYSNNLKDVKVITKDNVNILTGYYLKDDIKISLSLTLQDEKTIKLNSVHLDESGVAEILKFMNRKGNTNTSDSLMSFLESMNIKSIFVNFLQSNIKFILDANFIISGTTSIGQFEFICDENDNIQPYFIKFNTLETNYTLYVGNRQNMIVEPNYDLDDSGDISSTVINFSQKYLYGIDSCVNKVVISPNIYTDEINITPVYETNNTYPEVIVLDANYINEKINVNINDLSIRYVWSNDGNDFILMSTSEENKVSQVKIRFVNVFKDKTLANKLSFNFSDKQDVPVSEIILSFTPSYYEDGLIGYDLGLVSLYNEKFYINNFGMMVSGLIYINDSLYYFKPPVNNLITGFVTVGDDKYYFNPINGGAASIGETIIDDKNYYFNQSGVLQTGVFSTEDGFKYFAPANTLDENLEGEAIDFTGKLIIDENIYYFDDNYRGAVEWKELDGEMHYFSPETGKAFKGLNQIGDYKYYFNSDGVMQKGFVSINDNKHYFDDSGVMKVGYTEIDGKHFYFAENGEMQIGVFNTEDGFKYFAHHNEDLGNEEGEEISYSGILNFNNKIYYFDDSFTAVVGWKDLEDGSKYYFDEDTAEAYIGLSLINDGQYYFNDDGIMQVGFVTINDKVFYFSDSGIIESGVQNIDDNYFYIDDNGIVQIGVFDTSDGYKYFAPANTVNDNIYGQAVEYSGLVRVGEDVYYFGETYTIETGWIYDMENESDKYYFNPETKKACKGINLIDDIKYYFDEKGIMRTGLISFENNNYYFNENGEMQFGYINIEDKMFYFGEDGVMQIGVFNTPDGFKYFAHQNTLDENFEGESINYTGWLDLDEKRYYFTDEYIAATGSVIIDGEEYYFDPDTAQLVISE
The depositor's hits bear a star; & = joins results of further samples. A portion of the library; rates above refer to the full screens.

SMILES | TcdB inh
C[C@@H]1CN([C@@H](C)CO)C(=O)c2cc(C#CC3(O)CCCC3)cnc2O[C@H]1CN(C)S(C)(=O)=O | 0.4
C[C@H]1CN([C@@H](C)CO)C(=O)c2cc(C#CC3(O)CCCC3)cnc2O[C@H]1CN(C)S(=O)(=O)c1ccccc1 | -0.1
Cc1noc(C)c1NC(=O)N(C)C[C@@H]1OCCCC[C@@H](C)Oc2ccc(NC(=O)Cc3ccccc3)cc2C(=O)N([C@H](C)CO)C[C@@H]1C | 0.3
COc1ccc(S(=O)(=O)N(C)C[C@H]2Oc3ccc(NC(=O)C4CCCCC4)cc3C(=O)N([C@H](C)CO)C[C@H]2C)cc1 | 0.1
COC(=O)[C@]12CCCCC=C1N(CCc1ccc(OC)c(OC)c1)C(=O)[C@H](CC(=O)NCCCCc1ccccc1)C2 | 1.3
CN(C)C(=O)c1cccc(-c2ccc([C@@H]3[C@@H](CO)N4C(=O)CN(C(=O)CC5CC5)C[C@@H]34)cc2)c1 | -0.1
C[C@@H]1CN([C@H](C)CO)C(=O)c2cc(NS(C)(=O)=O)ccc2O[C@@H](C)CCCCO[C@H]1CN(C)CC1CC1 | -1.1
CN(C)C(=O)c1ccc(-c2ccc([C@@H]3[C@H]4CN(C(=O)CC5CC5)CC(=O)N4[C@H]3CO)cc2)cc1 | -0.5
O=C(C[C@H]1CC[C@H]2[C@@H](COC[C@@H](O)CN2Cc2nccs2)O1)NCc1ccc(F)cc1 | 0.6
COc1ccc(NC(=O)Nc2ccc3c(c2)C(=O)N([C@H](C)CO)C[C@@H](C)[C@@H](CN(C)Cc2ccc(Oc4ccccc4)cc2)O3)cc1 | 0.1
O=C(C[C@H]1C=C[C@@H](NC(=O)C2CCC2)[C@H](CO)O1)NCCCN1CCOCC1 | -0.3
CN(C[C@@H]1[C@H](c2ccccc2)[C@@H](CO)N1C(=O)C1CCC1)C(=O)c1ccccn1 | 1.6
O=C(C1CC1)N1[C@@H]2CN(S(=O)(=O)c3ccccc3)c3ccccc3[C@@H]2[C@@H]1CO | 0.5
C[C@H](CO)N1C[C@H](C)[C@H](CN(C)C(=O)CCC(F)(F)F)OCCCC[C@H](C)Oc2ccc(NS(=O)(=O)c3cn(C)cn3)cc2C1=O | 0.3
CC(=O)N[C@H]1CC[C@@H](CCNC(=O)C2CCCCC2)O[C@H]1CO | 0.1
CO[C@H]1CN(C)C(=O)c2ccc(NC(=O)C3CCCC3)cc2OC[C@H](C)N(C(=O)CC2CC2)C[C@H]1C | -0.8
O=C(C[C@H]1CC[C@@H]2[C@H](COC[C@@H](O)CN2Cc2ccccc2F)O1)N1CCc2ccccc2C1 | 0.8
C[C@@H]1CN([C@H](C)CO)S(=O)(=O)c2ccc(C#C[C@@H](C)O)cc2O[C@H]1CN(C)C | -1.5
COc1ccc(NC(=O)C2C(c3ccc4c(c3)OCO4)=Nc3ccccc3N2C(C)=O)cc1 (configuration not stated) | 0.9
C[C@H](CO)N1C[C@H](C)[C@H](CN(C)Cc2ccc(C(=O)Nc3ccccc3N)cc2)Oc2c(NC(=O)Nc3ccccc3)cccc2C1=O | -0.1
CCCC(=O)Nc1ccc2c(c1)C(=O)N(C)[C@@H]1CC[C@@H](CC(=O)NCCc3ccccc3)O[C@@H]1CO2 | 0.5
CCC(=O)N1[C@@H](CO)[C@H](c2ccc(-c3ccccc3OC)cc2)C12CN(C(C)=O)C2 | 1.1
O=C(C1CCOCC1)N1CC(=O)N2[C@@H](CO)[C@@H](c3ccc(C#Cc4cccc(F)c4)cc3)[C@@H]2C1 | 0.5
COc1ccc(NC(=O)Nc2ccc3c(c2)C(=O)N([C@@H](C)CO)C[C@@H](C)[C@@H](CN(C)Cc2ccc(C(=O)O)cc2)OCCCC[C@@H](C)O3)cc1 | -0.3
CC(C)NC(=O)N(C)C[C@@H]1Oc2ccc(N(C)C)cc2CC(=O)N([C@@H](C)CO)C[C@H]1C | -15

Reprinted at random: 2 entries already listed
SMILES | TcdB inh
COc1ccc(S(=O)(=O)N(C)C[C@H]2Oc3ccc(NC(=O)C4CCCCC4)cc3C(=O)N([C@H](C)CO)C[C@H]2C)cc1 | 0.1
O=C(C[C@H]1CC[C@@H]2[C@H](COC[C@@H](O)CN2Cc2ccccc2F)O1)N1CCc2ccccc2C1 | 0.8

(more compounds)
SMILES | TcdB inh
C[C@H]1CN([C@@H](C)CO)C(=O)c2cc(NC(=O)Nc3ccccc3)ccc2O[C@H]1CN(C)C | 0.8
O=C(C[C@H]1CC[C@H](NS(=O)(=O)c2ccccc2)[C@@H](CO)O1)N1CCC(Cc2ccccc2)CC1 | 0.4
COc1ccc(S(=O)(=O)N(C)C[C@@H]2Oc3c(NS(=O)(=O)c4cn(C)cn4)cccc3C(=O)N([C@H](C)CO)C[C@H]2C)cc1 | 0.8
C[C@@H]1CCCCO[C@@H](CN(C)C(=O)C2CCCCC2)[C@@H](C)CN([C@H](C)CO)C(=O)c2cc(NS(=O)(=O)c3ccc(F)cc3)ccc2O1 | -0.5
C[C@@H]1CN([C@@H](C)CO)S(=O)(=O)c2ccc(C#C[C@@H](C)O)cc2O[C@@H]1CN(C)Cc1ccccn1 | -1.7
C[C@H]1CN([C@@H](C)CO)C(=O)c2ccccc2-c2ccccc2CO[C@H]1CN(C)Cc1ccc(-c2ccccc2)cc1 | -0.2
COc1ccc(NC(=O)N(C)C[C@H]2Oc3cc(-c4ccc(C)cc4)ccc3S(=O)(=O)N([C@H](C)CO)C[C@H]2C)cc1 | -0.4
CC(=O)N[C@@H]1CC[C@H](CCNC(=O)C2CC2)O[C@H]1CO | -1.1
C[C@@H]1CCCCO[C@H](CN(C)Cc2ccccc2)[C@H](C)CN([C@@H](C)CO)C(=O)c2cc(NC(=O)Nc3cccc4ccccc34)ccc2O1 | 0.9
C[C@@H]1CCCCO[C@H](CN(C)S(=O)(=O)c2cccs2)[C@H](C)CN([C@@H](C)CO)C(=O)c2cc(N(C)C)ccc2O1 | -5.5
CN1C(=O)c2cc(NC(=O)NCc3ccccc3)ccc2OC[C@H]2O[C@H](CC(=O)O)CC[C@@H]21 | -0.5
C[C@H]1CN([C@@H](C)CO)C(=O)c2cccc(NC(=O)Nc3ccc(F)cc3)c2O[C@H]1CN(C)C(=O)Nc1ccccc1 | 0.1
CCC(=O)N(C)C[C@@H]1Oc2cc(C#Cc3ccccc3)ccc2S(=O)(=O)N([C@H](C)CO)C[C@@H]1C | 0.9
Cc1noc(C)c1NC(=O)N(C)C[C@@H]1OCCCC[C@@H](C)Oc2ccc(NC(=O)NC3CCCCC3)cc2C(=O)N([C@@H](C)CO)C[C@H]1C | -0.1
CO[C@H]1CN(C)C(=O)c2ccc(NC(=O)Nc3cccc(Cl)c3)cc2OC[C@H](C)N(C(=O)Nc2c(C)noc2C)C[C@@H]1C | 1.4
COCC(=O)N1CCCCN2[C@H](CO)[C@@H](c3ccc(-c4ccc(C)cc4)cc3)[C@@H]2C1 | 0.5
O=C(Nc1ccccc1F)N[C@@H]1CC[C@H](CCNC(=O)C2CCCCC2)O[C@H]1CO | 2.3
O=C(NCc1cc(F)cc(F)c1)[C@@H]1[C@@H](CO)[C@@H]2Cn3c(cccc3=O)[C@H]1N2C(=O)c1ccccn1 | -5.8
Cc1ccc(S(=O)(=O)N(C)C[C@H]2Oc3cc(Br)ccc3S(=O)(=O)N([C@@H](C)CO)C[C@@H]2C)cc1 | -3.5
C[C@@H]1CN([C@H](C)CO)C(=O)c2cc(NC(=O)Nc3ccccc3)ccc2O[C@H]1CN(C)S(=O)(=O)c1ccc(Cl)cc1 | -0.2
C[C@H]1CN([C@@H](C)CO)C(=O)Cc2cc(NC(=O)Cn3cnnn3)ccc2O[C@H]1CN(C)C(=O)Nc1ccccc1 | -0.1
C[C@@H]1CN([C@@H](C)CO)S(=O)(=O)c2ccc(C#CCC3CCCC3)cc2O[C@@H]1CN(C)C(=O)c1ccccn1 | -1.4
C=CCN1C(=O)c2n[nH]c(COC)c2C1c1ccc(F)cc1 (configuration not stated) | 2.5
CN(C)C(=O)C[C@@H]1CC[C@@H]2[C@@H](COc3ccc(NC(=O)C4CCOCC4)cc3C(=O)N2C)O1 | -0.4
COC(=O)Cc1ccccc1NS(=O)(=O)c1ccc(C)cc1 | 1.3

As entered above.
`CN1C(=O)c2cc(NC(=O)NCc3ccccc3)ccc2OC[C@H]2O[C@H](CC(=O)O)CC[C@@H]21` in TcdB inh: -0.5
`COc1ccc(S(=O)(=O)N(C)C[C@@H]2Oc3c(NS(=O)(=O)c4cn(C)cn4)cccc3C(=O)N([C@H](C)CO)C[C@H]2C)cc1` in TcdB inh: 0.8

(continued)
SMILES | TcdB inh
CO[C@H]1CN(C)C(=O)c2ccc(NC(=O)C3CC3)cc2OC[C@H](C)N(Cc2ccncc2)C[C@H]1C | 0.3
COc1ccccc1S(=O)(=O)N1C[C@@H]2N[C@H](C1)C2c1ccc(-c2ccccc2)cc1 (some centres not stated) | -0.7&0.4
COc1ccc(NC(=O)Nc2ccc3c(c2)[C@@H]2C[C@@H](CC(=O)N4CCCCC4)O[C@@H](CO)[C@@H]2O3)cc1 | -2.2
C[C@@H]1CN([C@H](C)CO)C(=O)c2c(c3ccccc3n2C)-c2ccccc2CO[C@H]1CN(C)S(=O)(=O)c1ccc([N+](=O)[O-])cc1 | -0.1
C[C@@H]1CN([C@H](C)CO)C(=O)c2cccc(N(C)C)c2O[C@@H]1CN(C)C | 0.7
C[C@@H]1CN([C@H](C)CO)S(=O)(=O)c2ccc(C#C[C@@H](C)O)cc2O[C@H]1CN(C)C(=O)C1CCC1 | -0.3
O=C(Nc1ccc(F)cc1)N[C@@H]1CC[C@H](CCNS(=O)(=O)c2ccccc2F)O[C@H]1CO | -1.4
O=C(Nc1ccccc1)N1C[C@@H]2N[C@H](C1)C2c1ccc(-c2ccccc2F)cc1 (some centres not stated) | 0.1
COC(=O)C1=C(C)N(Cc2ccccc2C(F)(F)F)C(=NCc2cc(OC)c(OC)c(OC)c2)NC1c1cccc(Cl)c1 (configuration not stated) | 2.3
Cc1ccc(S(=O)(=O)N(C)C[C@@H]2OCCCC[C@@H](C)Oc3ccc(NC(=O)Nc4ccc5c(c4)OCO5)cc3C(=O)N([C@H](C)CO)C[C@@H]2C)cc1 | -0.2
C[C@@H]1CN([C@@H](C)CO)C(=O)c2cc(NS(C)(=O)=O)ccc2O[C@@H]1CN(C)Cc1ccc2c(c1)OCO2 | 1.4
C[C@H]1CN([C@@H](C)CO)C(=O)c2ccccc2-c2ccccc2CO[C@@H]1CN(C)Cc1ccc(Cl)c(Cl)c1 | 0.0
C[C@@H]1CN([C@H](C)CO)S(=O)(=O)c2ccc(C#CCC3CCCC3)cc2O[C@H]1CN(C)Cc1ccc(C(=O)O)cc1 | -6.8
CCc1cnc(N2[C@@H](C#N)[C@H](c3ccc(C4=CCCCC4)cc3)[C@@H]2CO)s1 | 0.0
CCCN(C)C[C@@H]1OCCCC[C@@H](C)Oc2ccc(NC(=O)Nc3ccc(OC)cc3)cc2C(=O)N([C@H](C)CO)C[C@@H]1C | 0.4
C[C@H]1CN([C@@H](C)CO)C(=O)c2cc(-c3cccc(F)c3)cnc2O[C@H]1CN(C)S(C)(=O)=O | -0.2
C[C@H](CO)N1C[C@H](C)[C@H](CN(C)C(=O)CCC(F)(F)F)OCCCC[C@H](C)Oc2ccc(NS(=O)(=O)c3ccc(F)cc3)cc2C1=O | 0.8
C[C@@H]1CN([C@H](C)CO)C(=O)c2cc(NC(=O)Cn3cnnn3)ccc2O[C@H]1CN(C)C(=O)Nc1ccccc1 | 0.8
COCCNC(=O)C[C@H]1C[C@H]2c3cc(NC(=O)NC4CCCC4)ccc3O[C@H]2[C@@H](CO)O1 | -0.1
CC(C)CC#Cc1ccc([C@H]2[C@@H](CO)N3C(=O)CN(C(=O)NC4CCCCC4)C[C@@H]23)cc1 | -2.6
O=C(C[C@@H]1C[C@@H]2c3cc(NC(=O)C4CCC4)ccc3O[C@@H]2[C@H](CO)O1)NCCN1CCCCC1 | -0.7
N#C[C@H]1[C@H](c2ccc(C#CCC3CCCC3)cc2)[C@@H](CO)N1C(=O)c1ccccn1 | -1.5
O=C(C[C@H]1CC[C@H]2[C@@H](COC[C@H](O)CN2C(=O)Cc2ccccc2)O1)NC1CCCC1 | -2.3
C[C@H]1CCCCO[C@@H](CN(C)C(=O)Nc2ccc(C(F)(F)F)cc2)[C@@H](C)CN([C@@H](C)CO)C(=O)c2cc(NC(=O)C3CCCCC3)ccc2O1 | 0.3
CCCNC(=O)N(C)C[C@@H]1Oc2ncc(C#CC3CCCCC3)cc2C(=O)N([C@H](C)CO)C[C@@H]1C | -5.3

The closing 6 records of the section before come first, to join the parts:
SMILES | TcdB inh
CC(C)CC#Cc1ccc([C@H]2[C@@H](CO)N3C(=O)CN(C(=O)NC4CCCCC4)C[C@@H]23)cc1 | -2.6
O=C(C[C@@H]1C[C@@H]2c3cc(NC(=O)C4CCC4)ccc3O[C@@H]2[C@H](CO)O1)NCCN1CCCCC1 | -0.7
N#C[C@H]1[C@H](c2ccc(C#CCC3CCCC3)cc2)[C@@H](CO)N1C(=O)c1ccccn1 | -1.5
O=C(C[C@H]1CC[C@H]2[C@@H](COC[C@H](O)CN2C(=O)Cc2ccccc2)O1)NC1CCCC1 | -2.3
C[C@H]1CCCCO[C@@H](CN(C)C(=O)Nc2ccc(C(F)(F)F)cc2)[C@@H](C)CN([C@@H](C)CO)C(=O)c2cc(NC(=O)C3CCCCC3)ccc2O1 | 0.3
CCCNC(=O)N(C)C[C@@H]1Oc2ncc(C#CC3CCCCC3)cc2C(=O)N([C@H](C)CO)C[C@@H]1C | -5.3
CN(C)C(=O)c1ccc(-c2ccc([C@@H]3[C@@H](CO)N4CCCCN(S(C)(=O)=O)C[C@H]34)cc2)cc1 | -1.0
CCN1[C@@H]2c3ccc(-c4ccccc4)c(=O)n3C[C@H]1[C@H](CO)[C@H]2C(=O)NCCCN1CCOCC1 | -1.3
N#C[C@@H]1[C@H](c2ccccc2-c2ccccc2)[C@@H](CO)N1C(=O)NC1CCCCC1 | 0.9
O=C(Nc1ccc(F)cc1)Nc1ccc2c(c1)[C@@H]1C[C@@H](CC(=O)N3CCOCC3)O[C@@H](CO)[C@@H]1O2 | -0.1
CN(C)CC(=O)N[C@H]1CC[C@H](CC(=O)NCCN2CCCCC2)O[C@H]1CO | -1.7
CCCc1cn(CC[C@H]2CC[C@H](NC(=O)C3CCOCC3)[C@H](CO)O2)nn1 | 0.8
